Bioassay records: PubChem, National Center for Advancing Translational Sciences (NCATS)
D2 potentiator = HTS Assay for Positive Allosteric Modulators of the Human D2 Dopamine Receptor: Primary Screen for Potentiators. 340,000 compounds, 0.34% hits. potentiation, % at 10 µM. D(2) dopamine receptor (Homo sapiens), P14416. AID 485347, 2010. HEK293 T-REx D2, calcium flux, EC20 dopamine potentiation;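 active means potentiation over 3 SD above the plate norm, cut at about 30% in these data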; further: 0% is about no effect
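Using a no-wash calcium dye in inducible, force-coupled HEK293 Trex cells expressing D2, we tracked fluorescence each second for 180 s after compound, then for 180 s after EC20 dopamine to detect augmented signalling.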
D2 antag = HTS Assay for Allosteric Antagonists of the Human D2 Dopamine Receptor: Primary Screen for Antagonists; 340,000 compounds, 2% hits; inhibition, % at 10 µM; AID 485344, 2010; HEK293 TREx D2 cells, calcium flux, dopamine EC80; D(2) dopamine receptor (Homo sapiens), P14416; in the data active means inhibition above about 30%; further: 0% is about no effect
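In this primary screen, negative modulation is detected by tracking calcium flux after an EC80 dopamine challenge in inducible HEK293 T-REx D2 cells preexposed to test compound for 180 s.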
D1 potentiator = Potentiators of Human D1 Dopamine Receptor: qHTS; HEK293 TREx D1 cells, calcium flux, dopamine EC20 potentiation; potentiation, % at 10 µM; 360,000 compounds, 0.036% hits; D(1A) dopamine receptor (Homo sapiens), P21728; in the data active means potentiation above about 30%; further: 0% is about no effect
TRHR agonist = qHTS for Small Molecule Agonists and Allosteric Enhancers of Human TRH Receptor: Primary Screen for Agonists | Thyrotropin-releasing hormone receptor (Homo sapiens), P34981 | TRHR cells, calcium flux fluo-8, FDSS agonist mode | activation, % at 2 µM | 360,000 compounds, 0.18% hits | AID 493084, 2011; further: 0% is about no effect
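Steps: seed TRHR cells overnight; add fluo-8 no-wash Ca dye, RT 30 min–1.5 h; record 10 s baseline; pin-transfer compounds; monitor fluorescence 1 cycle/s for the agonist window. Calcium increases flag candidate agonists.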
D1 ag = Allosteric Agonists of the Human D1 Dopamine Receptor: qHTS; 360,000 compounds, 1% hits; AID 504660, 2011; D(1A) dopamine receptor (Homo sapiens), P21728; HEK293 T-REx D1 cells, calcium flux, agonist mode; activation, % at 2 µM; further: 0% is about no effect
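Inducible HEK293 T-REx D1 cells, force-coupled to calcium signalling, were plated at 4000 cells/well with tetracycline and held overnight at 30 C. After no-wash calcium dye loading, compound-evoked calcium rise over 180 s flagged agonists.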
TRHR PAM = qHTS for Small Molecule Agonists and Allosteric Enhancers of Human TRH Receptor: Primary Screen for Enhancers. TRHR cells, fluo-8 calcium fluorescence, EC20 TRH enhancement. AID 493056, 2011. Thyrotropin-releasing hormone receptor (Homo sapiens), P34981. enhancement, % at 2 µM. 360,000 compounds, 0.66% hits; in the data active means enhancement above about 30%; further: 0% is about no effect
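TRHR-expressing cells loaded with fluo-8 calcium dye were read kinetically (ex 480/em 530) during compound addition, then stimulated with an EC20 of TRH (10 nM final). Enhancement of the Gq-mediated intracellular calcium response was scored.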
D2 agonist = HTS Assay for Allosteric Agonists of the Human D2 Dopamine Receptor: Primary Screen for Agonists; 340,000 compounds, 0.53% hits; HEK293 T-REx D2 cells, calcium flux agonist mode; activation, % at 2 µM; D(2) dopamine receptor (Homo sapiens), P14416;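 active means activation over 3 SD above normal in the single-dose calcium agonist read, cut at about 30% in these data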; further: 0% is about no effect
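Tetracycline-induced HEK293 T-REx cells with force-coupled D2 receptor, plated overnight at 30 C, loaded with no-wash calcium dye. After a 10 s baseline, compound was pin-added and calcium flux read kinetically for 180 s; calcium rises flagged agonists.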
D1 antag = Antagonist of Human D 1 Dopamine Receptor: qHTS | activity change, negative = inhibition, % at 10 µM | 360,000 compounds, 3.2% hits | HEK293 TREx D1 cells, calcium flux, dopamine EC80; active compounds read low | D(1A) dopamine receptor (Homo sapiens), P21728; in the data active means activity change below about -30%; further: on the % scale 0 is the no-effect control and ±100 the full control effect
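After overnight tetracycline induction at 30 C, force-coupled D1 HEK293 cells took up a no-wash calcium dye at room temperature. Compounds were added and monitored 180 s, and the response to EC80 dopamine was then recorded.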
RXFP1 antagonist = qHTS Assay for Antagonists of the Relaxin Receptor RXFP1. Relaxin receptor 1 (Homo sapiens), Q9HBX9. 350,000 compounds, 0.59% hits. activity change, negative = inhibition, % at 57.5 µM. HEK293-RXFP1, relaxin-stimulated cAMP HTRF, 30 min; active compounds read low. AID 1259400, 2018;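 active means activity change of -60% or lower, but not beyond a set lower limit; inconclusive means change between -60% and -40%, or beyond the set limit; inactive means change above -40%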; further: on the % scale 0 is the no-effect control and ±100 the full control effect
Target sequence (Q9HBX9 whole entry, looked up): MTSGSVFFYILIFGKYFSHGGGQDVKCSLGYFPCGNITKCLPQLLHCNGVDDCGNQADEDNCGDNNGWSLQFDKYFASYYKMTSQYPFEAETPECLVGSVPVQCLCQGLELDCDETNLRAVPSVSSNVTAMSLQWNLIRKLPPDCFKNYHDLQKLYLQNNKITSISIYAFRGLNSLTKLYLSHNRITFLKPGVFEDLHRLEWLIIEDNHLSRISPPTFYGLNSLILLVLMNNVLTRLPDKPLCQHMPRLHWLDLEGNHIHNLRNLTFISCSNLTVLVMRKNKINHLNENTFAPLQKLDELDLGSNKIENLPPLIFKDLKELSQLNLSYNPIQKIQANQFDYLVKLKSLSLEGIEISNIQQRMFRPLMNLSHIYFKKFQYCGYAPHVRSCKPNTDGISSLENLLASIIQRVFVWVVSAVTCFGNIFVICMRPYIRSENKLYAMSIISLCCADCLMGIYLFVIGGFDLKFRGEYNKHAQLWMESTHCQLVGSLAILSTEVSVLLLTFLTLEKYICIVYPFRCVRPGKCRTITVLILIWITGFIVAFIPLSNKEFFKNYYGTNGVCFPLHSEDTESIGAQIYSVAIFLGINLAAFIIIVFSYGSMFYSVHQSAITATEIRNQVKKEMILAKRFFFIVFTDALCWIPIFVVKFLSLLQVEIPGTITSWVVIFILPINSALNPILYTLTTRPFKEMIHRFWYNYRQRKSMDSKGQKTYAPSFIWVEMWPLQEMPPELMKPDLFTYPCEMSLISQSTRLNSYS
* marks the source's active call; other numbers are inactive results; ? = inconclusive; nt = no result given; & = joins results of further samples. Unless noted, no stated cut-off is given here; in the data, active means activation above about 30%; inactive means the rest.

Results follow in this order: D2 potentiator	D2 antag	D1 potentiator	TRHR agonist	D1 ag	TRHR PAM	D2 agonist	D1 antag	RXFP1 antagonist
[1] Cc1cc(C)cc(OCC(=O)OC(C)C(=O)Nc2ccc(Cl)cn2)c1 (stereo not drawn)
→ 7	10	0	0.1	16	-3	-0.6	7	-4
[2] COc1ccc(NC(=O)CNC(=O)c2cccs2)cc1Cl
→ 7	8	-4	0.6	0	12	0.8	15	9
[3] Cc1cccc(Cn2cnc3c(sc4nc(C)cc(C)c43)c2=O)c1
→ -5	12	-4	-0.8	0	6	0.0	1	0
[4] CCn1c(COc2ccccc2)nnc1SCC(=O)Nc1ccc(N2CCOCC2)cc1
→ 11	-8	-2	-0.6	0	0	0.8	7	-14
[5] CCOC(=O)c1sc(=S)n(-c2cc(OC)ccc2OC)c1N
→ -3	7	3	1.0	-2	-1	1.0	21	-3
[6] C/C(=N\N1CCN(c2ccc(Cl)cc2)CC1)c1cccs1
→ 12	1	5	0.6	6	4	1.2	8	-1
[7] COc1ccc(-c2nnc(SCC(=O)Oc3ccc(C)cc3)o2)cc1
→ 7	4	-3	1.7	5	6	0.5	-15	-7
[8] O=C(NCCOc1ccc(F)cc1)C1CCC(=O)N(CCN2CCOCC2)C1 (stereo not drawn)
→ 2	11	-5	0.8	0	-3	0.6	-53*	3
[9] CSc1nc(N)nc(SCC(=O)CC(=O)OC(C)C)c1C#N
→ -1	-2	1	-0.3	5	2	0.8	3	-4
[10] CN=C(NC1CCCCC1)c1ccc(Cl)cc1
→ nt	nt	1	0.8	8	5	nt	5	5
[11] CCC1Oc2ccccc2N(CC(=O)NCc2cccs2)C1=O (stereo not drawn)
→ -2	-5	-2	-0.9	3	5	0.1	25	-24
[12] COc1ccc(-c2c(-c3cc(OC)cc(OC)c3)n(C)c3ccc(-c4ccc(SC)cc4)cc23)cc1
→ -4	-3	3	0.4	0	0	0.1	nt	nt
[13] CC(=O)N1c2ccc(S(=O)(=O)N3CCCCCC3)cc2CC1C(=O)NCc1cccc(C)c1 (stereo not drawn)
→ 1	nt	0	-0.2	-1	2	-3.1	6	nt
[14] O=C1CSCC(=O)N1c1ccccc1
→ 4	-17	-3	0.7	-1	-1	1.3	-18	-4
[15] Cn1c(SCC(=O)c2cc3ccccc3o2)nnc1-c1ccccc1
→ 12	-13	4	1.7	-2	11	1.8	-2	nt
[16] COc1ccc(C(=O)Nc2ccc3c(c2)OCO3)cc1OC
→ -6	-12	2	0.4	1	22	0.7	20	-9
[17] O=C1NC2=C(C(=O)c3ccccc32)C(c2ccccc2)N1 (stereo not drawn)
→ 12	-12	0	-1.2	1	2	3.2	-28	-17
[18] N#Cc1ncc(-c2ccc3c(c2)OCCOCCOCCOCCO3)nc1C#N
→ 6	-4	0	-0.2	2	-1	0.2	3	nt
[19] Cc1ccc(-c2[nH]c(-c3ccccc3)nc2SCC(=O)NCC2CCCO2)cc1 (stereo not drawn)
→ -20&-2	-1	-2&-1	2.3&-0.7	0&-4	0&-8	4.6&-0.2	-7&-14	-10&-2
[20] CCOc1ccc(Cn2c3ccc(OC)cc3c3nc4ccccc4nc32)cc1
→ 3	5	-1	0.1	9	-3	1.6	2	4

3 entries from above, sorted by the number in D1 potentiator, rising:
entry | SMILES | D1 potentiator
3 | Cc1cccc(Cn2cnc3c(sc4nc(C)cc(C)c43)c2=O)c1 | -4
16 | COc1ccc(C(=O)Nc2ccc3c(c2)OCO3)cc1OC | 2
5 | CCOC(=O)c1sc(=S)n(-c2cc(OC)ccc2OC)c1N | 3

Later entries:
Results follow in this order: D2 potentiator	D2 antag	D1 potentiator	TRHR agonist	D1 ag	TRHR PAM	D2 agonist	D1 antag	RXFP1 antagonist
[21] COC(=O)Cn1c(=NC(=O)c2ccc3c(c2)OCCO3)sc2ccccc21
→ 11	nt	-4	0.3	1	-3	1.3	-9	-5
[22] CCNC(=O)CN(C1CCCCC1)S(=O)(=O)c1ccc(F)cc1
→ -5	4	-2	-0.1	0	-3	0.4	3	12
[23] O=C(CSc1nccc(-c2cccs2)n1)Nc1cccc(Cl)c1
→ -7	-11	-2	0.4	6	-4	-0.7	-6	-24
[24] Cc1ccc(S(=O)(=O)N2CCCN(C(=O)CNC(=O)c3ccccc3)CC2)cc1
→ -6	-12	-3	0.1	2	-3	-1.8	1	2
[25] C=CCSC1=C(C#N)C(c2ccc(OCC)cc2)CC(=O)N1 (stereo not drawn)
→ 1	9	nt	-0.1	-2	3	-1.5	0	nt
[26] CC(C)N(Cc1nccn1C)C(=O)CC1C(=O)NCCN1Cc1ccc(F)c(F)c1 (stereo not drawn)
→ -4	-22	-2	1.3	4	-3	0.6	12	5
[27] COc1ccc(C(c2c(C)[nH][nH]c2=O)c2c(C)[nH][nH]c2=O)cc1Br
→ -2	-3	1	0.0	4	4	0.3	-7	-9
[28] O=C(NC(NC(=S)Nc1ccccc1O)C(Cl)(Cl)Cl)c1ccco1 (stereo not drawn)
→ -9	2	-3	0.6	3	7	-0.2	-1	24
[29] Cc1ccc(CNC(=O)CSc2ncccn2)cc1
→ 11	1	-3	0.3	0	3	0.5	0	1
[30] COc1ccc(N/N=C(\C=N\O)C(=O)c2ccc(OC)cc2)cc1
→ -2	-6	-7	-0.1	2	-2	0.5	-14	2
[31] Cc1ccccc1/C=C(\C#N)c1nc(-c2ccc(Cl)cc2)cs1
→ -4	nt	0	3.2	1	7	0.2	12	nt
[32] CC(=O)c1c(COC(=O)c2ccccc2)nc2ccccc2[n+]1[O-]
→ 11	1	-2	-0.6	15	-4	-1.1	-7	-4
[33] CC(C)CNC(=S)N(CCCO)Cc1cc2cc3c(cc2[nH]c1=O)OCCO3
→ 17	-1	-1	-0.6	1	2	1.3	-3	1
[34] O=S(=O)(NC1CCCC1)c1ccc(S(=O)(=O)N2CCN(c3ccccc3)CC2)cc1
→ -8	20	-1	0.1	1	-11	0.2	1	-15
[35] Cc1ccc(NC(=O)Cn2ncn3c(cc4ccccc43)c2=O)c(C)c1
→ 2&0	-6	4&-4	-0.8&-0.2	9&0	13&1	-2.0&-0.5	2&-1	?
[36] CC1(C)N([O-])C2=C(c3ccccc3C2=O)[N+](=O)C1(C)C
→ 3	-6	-2	0.3	2	1	0.6	-32*	20
[37] COc1ccccc1C(=O)N1CCCN(C(=O)c2ccccc2OC)CC1
→ 0	-8	-7	0.8	0	-6	-0.2	-6	-23
[38] Nc1ccccc1SCC(=O)Nc1nc(-c2ccccc2)cs1
→ -17	9	-2	0.6	2	-2	0.1	-2	-5
[39] COCC(=O)/C=C1\Sc2ccccc2N1C
→ -5	-11	5	-1.7	0	0	0.2	-7	-8
[40] CCOc1ccccc1NC(=O)C(C)N1C(=O)c2ccccc2S1(=O)=O (stereo not drawn)
→ -2	-26	1	0.4	1	1	0.6	-5	-5
[41] O=C(O)c1cc(N/N=C/c2ccc(OCc3ccccc3)cc2)ccc1Cl
→ nt	nt	4	-0.9	18	-1	nt	-1	-13
[42] Cc1cc(C)n(Cc2ccc(Cl)c(Cl)c2)c(=O)c1S(=O)(=O)c1ccccc1
→ 10	17	-6	-0.1	0	0	0.5	7	11
[43] CCN(CC)c1nc2c(-c3cccc(Br)c3)nnn2c2ccccc12
→ 13	nt	3	0.3	1	-11	0.4	9	nt
[44] Cc1ccc(C)c(Cn2c(=O)n(Cc3ccccc3)c(=O)c3sc4ccccc4c32)c1
→ -3	nt	0	0.3	0	-4	0.3	8	nt
[45] CCOC(=O)COc1ccc(S(=O)(=O)c2ccc(OCC(=O)OCC)cc2)cc1
→ 13	6	-4	-0.4	22	6	-0.1	-3	-18
[46] CCN(CC)S(=O)(=O)c1ccc(NC(=O)C2CCCO2)cc1 (stereo not drawn)
→ 0	5	-3	-0.1	2	2	-0.6	9	-12
[47] Cc1c(C(=O)N(Cc2cccc(Cl)c2)Cc2ccco2)oc2ccccc12
→ -3	nt	0	2.4	15	-7	1.0	6	nt
[48] CC(=O)c1ccc2c(c1)C1C=CCC1C(c1ccncc1)N2 (stereo not drawn)
→ 2	7	-1	0.2	3	-2	6.9	-10	nt
[49] CCOC(=O)CON1C(=O)c2ccccc2C1=O
→ -3	-7	-6	0.5	1	5	0.4	5	-1
[50] COC(=O)c1cc(NC(=O)c2ccccc2F)cc(C(=O)OC)c1
→ 16	5	3	-0.9	6	5	0.1	-32*	11
[51] O=c1c(Cc2ccccc2)c(O)nc2n1CCS2
→ -5	-1	10	-0.6	0	-4	0.0	19	-1
[52] CC(=O)c1ccc(OC(=O)c2nc(-c3ccccc3)oc2C)cc1
→ 4	-11	-6	1.0	-2	-9	0.4	3	-2
[53] Cc1c(OCc2ccc(C(=O)O)cc2)ccc2c(-c3ccccc3)cc(=O)oc12
→ -14	4	-6	0.5	1	-6	6.3	1	-4
[54] O=C1NCC(=O)N(Cc2ccccc2)/C1=C/c1ccccc1
→ -2	2	-3	-0.3	5	-3	1.3	-8	17
[55] COc1ccc(NC(=O)CCCn2nc(C)c3c(C)n(-c4ccccc4)nc3c2=O)cc1
→ nt	nt	4	-0.3	-1	-4	nt	5	-19
[56] O=C(NN1C(=O)C2C(c3ccccc3)C=CC(c3ccccc3)C2C1=O)c1ccncc1 (stereo not drawn)
→ 8	15	4	-0.1	10	0	-0.2	5	-2
[57] COc1ccc2c(c1)[nH]c1c(=O)n(CCCN3CCOCC3)cnc12
→ 7	22	-6	0.1	1	0	0.1	-31*	-6
[58] O=C(Cn1nnc(-c2ccccc2)n1)Nc1cccc(S(=O)(=O)N2CCOCC2)c1
→ 11	-6	-3	2.3	2	-4	7.1	-11	-7
[59] O=C(c1cccc(-c2ccccc2F)c1)N1CC[C@@H](N2CCC(O)CC2)[C@H](O)C1
→ 0	-9	0	0.1	2	5	0.9	-2	3
[60] CCOc1cc(/C=N/NC(=O)c2cc(-c3cccnc3)nc3ccccc23)ccc1O
→ 2	7	2	-1.0	1	-1	-0.2	-20	-17
[61] O=C(c1ccc2c(c1)OCO2)N1CCN(c2ncccn2)CC1
→ 0	-11	-4	-0.3	4	7	0.5	2	11
[62] C=CCn1c(SCc2ccc(OC)cc2)nnc1-c1cccnc1
→ -6	2	1	0.1	3	-1	0.2	1	5
[63] COc1ccc(S(=O)(=O)N2CCCCC2)cc1NC(=O)CCCOc1ccc(C)cc1
→ 2	-38	nt	0.3	9	2	0.4	-24	-16
[64] O=C1N/C(=C/c2cccs2)C(=O)N1Cc1ccc(F)cc1
→ 1	1	-3	-0.1	3	3	1.3	-6	-7
